Screens deposited in PubChem by several laboratories.
DAX1 inh-1: inhibitors of human orphan nuclear receptor DAX1 (NR0B1); P51843; HEK293 Gal4-DAX1 luciferase reporter, luminescence; inhibition, % at 6.75 µM; 0.99% of 340,000 active; AID 504766;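 active means inhibition above the mean over all tested compounds plus 3 SD, cut at about 4.2% in these data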;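 further: 0% = DAX1-transfected cells with DMSO and 100% = empty-vector control cells with DMSO; inhibition shows as a rise in luminescence from relieved DAX1 repression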
Target sequence (P51843 207-470 limits assumed): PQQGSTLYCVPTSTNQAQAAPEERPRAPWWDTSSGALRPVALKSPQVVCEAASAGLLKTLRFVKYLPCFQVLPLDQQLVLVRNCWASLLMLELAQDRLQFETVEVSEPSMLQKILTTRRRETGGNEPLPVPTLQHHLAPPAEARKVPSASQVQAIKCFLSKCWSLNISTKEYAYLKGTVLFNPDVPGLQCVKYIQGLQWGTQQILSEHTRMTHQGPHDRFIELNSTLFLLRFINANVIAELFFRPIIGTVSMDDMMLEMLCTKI
ADAM17 inh: inhibits human ADAM17 | P78536 | 0.83% of 370,000 active | recombinant ADAM17, EDANS/DABCYL FRET peptide cleavage | inhibition, % at 6.95 µM;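 active means inhibition above the mean of compounds lying between control limits plus 3 SD, set per campaign, cut at about 8.5% in these data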;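 further: 0% = DMSO-only wells as the low control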
hgDAF12 agonist: agonists of H. glycines DAF-12 nuclear receptor | HEK293 GAL4-hgDAF12 UAS-luciferase reporter, agonist luminescence; normalized to butyrate control | activation, % at 6.8 µM | 1.8% of 370,000 active | AID 687014;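 active means activation above a cutoff set at the mean of all screened compounds plus 3 SD, cut at about 10% in these data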;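 further: 0% = DMSO wells and 100% = sodium butyrate wells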
DAX1 inh-2: DAX1 (NR0B1) inhibition, primary screen | AID 652010 | inhibition, % at 6.8 µM | HEK293T StAR-luciferase reporter, SF-1/DAX-1 repression relief | 1.1% of 370,000 active;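 active means inhibition above the mean over all tested compounds plus 3 SD, cut at about 3.6% in these data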;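 further: 0% = DAX-1 cells with DMSO and 100% = cells lacking DAX-1 with DMSO; higher inhibition means more luminescence from relief of DAX-1 repression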
hcDAF12 agonist: activators of H. contortus DAF-12 nuclear receptor; HEK293 hcDAF-12 lit1-tk-luc reporter, luminescence; 0% DMSO, 100% Δ7-dafachronic acid; activation, % at 6.8 µM; 1.4% of 370,000 active; AID 652067;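 active means activation above the mean of all tested compounds plus 3 SD, cut at about 5.5% in these data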;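 further: 100% = response to 3 µM Δ7-dafachronic acid high control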
SMARCA2 act: increases SMARCA2 function in MMTV reporter cells. MG213 cells, MMTV-luciferase reporter, dexamethasone, overnight. activation, % at 9.1 µM. AID 652017. 1% of 370,000 active; in the data active means activation above about 7.8%;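 further: 0% = vehicle wells and 100% = reference activator wells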
GAA850 FXN act: activators of GAA850 frataxin (FXN) promoter | HEK293 lucGAA850 FXN promoter luciferase reporter, 24 h; percent of 10 µM SAHA response | activation, % at 6 µM | 0.56% of 360,000 active | AID 540364;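 active means activation above the average of all compounds screened plus 3 SD, cutoff fixed separately per campaign, cut at about 7.5% in these data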;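 further: 0% = DMSO wells and 100% = 10 µM SAHA wells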
GC-A act: GC-A (human) enzyme activation | P16066 | HEK293 GC-A cells, cGMP TR-FRET, EC30 ANP; 0% at EC30 ANP, 100% saturating ANP | activation, % at 10 µM | 0.14% of 370,000 active; in the data active means activation above about 40%
ssDAF12 agonist: S. stercoralis DAF-12 activation, primary screen; HEK293 ssDAF-12/GRIP1 lit1-tk-luc reporter, luminescence; % of 3 µM dafachronic acid response; 1% of 370,000 active; activation, % at 6.8 µM; AID 652126;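 active means activation above the mean over all tested compounds plus 3 SD, cut at about 0.9% in these data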;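 further: 0% = DMSO-only wells and 100% = 3 µM delta7-dafachronic acid wells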
PG9 binder: PG9 antibody binding by small molecule. TR-FRET gp120-PG9 antibody binding. inhibition, % at 6.7 µM. 0.43% of 360,000 active; in the data active means inhibition above about 8.5%
ADAM10 inh: inhibits human ADAM10; inhibition, % at 7 µM; recombinant ADAM10, EDANS/DABCYL FRET peptide cleavage, 3 h; 0.62% of 370,000 active; AID 720582;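 active means inhibition above a per-campaign cutoff equal to the mean of compounds falling between control-based bounds plus 3 SD, cut at about 20% in these data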;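 further: 0% = DMSO wells while the 100% control is not disclosed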
Target sequence (O14672 214-748 limits assumed): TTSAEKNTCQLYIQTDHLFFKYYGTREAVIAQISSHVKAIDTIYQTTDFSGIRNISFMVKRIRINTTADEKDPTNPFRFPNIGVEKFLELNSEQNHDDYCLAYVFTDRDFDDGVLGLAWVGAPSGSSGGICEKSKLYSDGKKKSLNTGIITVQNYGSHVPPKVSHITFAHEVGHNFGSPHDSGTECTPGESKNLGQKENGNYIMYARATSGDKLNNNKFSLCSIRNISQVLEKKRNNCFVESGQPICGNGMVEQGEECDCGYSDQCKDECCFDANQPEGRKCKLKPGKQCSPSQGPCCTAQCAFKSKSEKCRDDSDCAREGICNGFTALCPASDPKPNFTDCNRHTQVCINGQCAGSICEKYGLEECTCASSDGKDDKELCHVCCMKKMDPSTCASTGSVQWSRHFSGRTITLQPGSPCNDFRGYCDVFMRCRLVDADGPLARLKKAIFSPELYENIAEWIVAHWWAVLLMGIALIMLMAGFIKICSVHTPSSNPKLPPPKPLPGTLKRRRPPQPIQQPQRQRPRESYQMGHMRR
The depositor's hits bear a star; nt = no result given.

The opening 4 entries, to show the layout:
SMILES	DAX1 inh-1	ADAM17 inh	hgDAF12 agonist	DAX1 inh-2	hcDAF12 agonist	SMARCA2 act	GAA850 FXN act	GC-A act	ssDAF12 agonist	PG9 binder	ADAM10 inh
Cc1cc(C)c(C(=O)N2CCCC(CNC(=O)C3(c4ccc(Cl)cc4)CC3)C2)c(=O)[nH]1 (stereo not drawn)	0.3	-1	0.2	0.5	-0.1	2	1.5	3	-1.5	0.5	-4
CCN(CC)CCN(CC(=O)Nc1c(C)cc(C)cc1C)C(=O)c1ccccc1	-2.1	0	-0.4	-0.4	0.1	5	2.0	1	-1.1	-1.0	5
CC(/C=C/c1ccccc1)=N\Nc1nc(-c2ccccc2)cs1	-0.4	-2	-0.1	-0.3	2.7	2	-1.7	0	-0.5	-1.5	0
COc1ccccc1CCN1CCCC(CN(C)C(=O)c2ccco2)C1 (stereo not drawn)	0.4	-1	1.2	-0.9	0.9	2	-1.6	-1	-1.2	0.0	-9

The whole of this part, from the first entry:
SMILES	DAX1 inh-1	ADAM17 inh	hgDAF12 agonist	DAX1 inh-2	hcDAF12 agonist	SMARCA2 act	GAA850 FXN act	GC-A act	ssDAF12 agonist	PG9 binder	ADAM10 inh
Cc1cc(C)c(C(=O)N2CCCC(CNC(=O)C3(c4ccc(Cl)cc4)CC3)C2)c(=O)[nH]1 (stereo not drawn)	0.3	-1	0.2	0.5	-0.1	2	1.5	3	-1.5	0.5	-4
CCN(CC)CCN(CC(=O)Nc1c(C)cc(C)cc1C)C(=O)c1ccccc1	-2.1	0	-0.4	-0.4	0.1	5	2.0	1	-1.1	-1.0	5
CC(/C=C/c1ccccc1)=N\Nc1nc(-c2ccccc2)cs1	-0.4	-2	-0.1	-0.3	2.7	2	-1.7	0	-0.5	-1.5	0
COc1ccccc1CCN1CCCC(CN(C)C(=O)c2ccco2)C1 (stereo not drawn)	0.4	-1	1.2	-0.9	0.9	2	-1.6	-1	-1.2	0.0	-9
Cc1oc2cc3oc(=O)c(CCC(=O)N4C[C@H]5C[C@@H](C4)c4cccc(=O)n4C5)c(C)c3cc2c1C	-1.0	-29	1.4	-0.3	1.2	0	2.5	7	-0.8	2.0	-110
O=C(CCN1C(=O)/C(=C/c2ccc(Cl)cc2)SC1=S)Nc1ccc(C(=O)O)cc1	-0.4	-4	-0.3	-0.4	1.2	0	1.3	6	-1.3	-0.8	1
COCCCN1C(=O)C(CC(=O)NCCc2ccccn2)CC(C(=O)N(C(C)C)C(C)C)=C1C (stereo not drawn)	nt	-4	6.1	0.1	0.8	-5	nt	0	-1.1	-2.6	-9
COc1ccc(-c2nc3ccc(C)cc3c(=O)o2)cc1OC	-0.5	0	-0.4	-0.1	-1.4	0	0.6	5	-1.0	-0.3	0
CC(C)NC(=O)c1ccc(N2CCOCC2)nc1	0.2	-3	1.2	-0.8	-1.2	4	1.2	2	-1.8	-0.2	1
Cc1nn(C(=O)c2cccs2)c(N)c1-c1ccccc1	3.1	-1	15*	3.7*	4.7	5	4.3	-3	-0.5	0.7	-3
COc1ccccc1S(=O)(=O)Cc1ccc(C(=O)NCCN2CCCC2)o1	1.9	0	-0.1	0.2	-0.7	2	-3.7	0	-0.7	-2.2	10
COc1ccccc1-c1cc(C(=O)NCc2cccs2)no1	-0.7	1	1.1	0.1	-1.0	-3	0.2	0	-0.7	1.4	-7
CCOc1ccc(-c2nc(CSCC(=O)NC3CCN(Cc4ccccc4)CC3)c(C)o2)cc1	-2.0	-4	-7.8	-3.4	-5.2	-2	-12	-2	-2.6	-1.5	-10
CC1=CC(=C(C#N)C#N)C=C(C)N1CCC(C)C	2.0	1	1.3	0.1	-0.7	-2	3.4	3	-0.9	-1.7	1
CN(C)c1ccc(NC(=O)CN2CCC(NC(=O)C3CCCCC3)CC2)cc1	2.6	-5	1.1	-0.8	-2.4	-1	1.6	-18	-0.6	-3.0	3

Taken from above.
COc1ccc(-c2nc3ccc(C)cc3c(=O)o2)cc1OC in GAA850 FXN act has 0.6
CC(/C=C/c1ccccc1)=N\Nc1nc(-c2ccccc2)cs1 in DAX1 inh-2 has -0.3

(cont.)
SMILES	DAX1 inh-1	ADAM17 inh	hgDAF12 agonist	DAX1 inh-2	hcDAF12 agonist	SMARCA2 act	GAA850 FXN act	GC-A act	ssDAF12 agonist	PG9 binder	ADAM10 inh
Cc1ccc(O)c(C2=NOC(O)(C(F)(F)C(F)F)C2)c1 (stereo not drawn)	0.9	-5	-0.1	0.4	-1.5	-2	-1.4	4	-1.6	-0.2	-2
OCCOc1nnnn1-c1ccccc1	-0.3	-5	0.1	0.0	-1.1	0	-0.4	5	-1.0	-0.8	-6
Cc1[nH]n(-c2ccccc2)c(=O)c1C(c1ccccc1[N+](=O)[O-])C(C#N)C#N (stereo not drawn)	-0.9	-1	-1.5	-0.2	4.7	0	-1.4	5	0.6	-2.4	-8
Cc1ccc(C(=O)COC(=O)CCC(=O)Nc2ccccc2Cl)cc1[N+](=O)[O-]	-0.8	-1	4.0	0.0	-2.0	-1	0.4	-3	-1.9	-1.4	-7
COc1ccc(NC(=O)CN(C)C(=O)CNC(=O)c2ccc(C)s2)cc1	0.3	-3	0.7	-0.1	1.6	-1	-0.9	4	0.3	0.9	-17
Cc1cc(=O)oc2cc(OCC(=O)OCC(=O)N(CCC#N)c3ccccc3)ccc12	-0.3	-34	-4.6	2.0	-0.5	-1	-0.9	-1	-1.4	-0.3	-100
COCOc1cccc(CN2CCC2(C)C(=O)Nc2ccc(C)cc2)c1 (stereo not drawn)	nt	8	0.7	0.1	-2.8	-3	2.3	1	-1.8	0.2	11
Cc1ccc(CN(c2ccc(C(=O)N3CCOCC3)cc2)S(C)(=O)=O)cc1	-0.3	4	-1.1	0.1	-1.5	0	1.1	4	-0.9	-0.8	-3
Cc1ccc(C)c(NC(=O)[C@@H]2CCCN2S(=O)(=O)c2ccccc2F)c1	-0.6	0	0.9	-0.7	-1.3	-2	0.5	1	-1.2	0.1	8
O=C(CSC(=S)N1CCOCC1)c1cc(Br)cc(Br)c1O	-0.4	1	1.8	-0.6	0.7	0	1.6	5	-0.5	-1.9	4
COc1cc(NC(=O)c2cnn3c(C)cc(C)nc23)c(OC)cc1Cl	0.7	1	-0.6	0.1	0.7	-2	1.3	1	-0.9	-2.3	4
CC(=O)c1nc2ccccc2n1CCc1ccccc1	1.5	-18	1.2	0.0	-0.3	2	1.6	-4	1.2*	-1.9	-39
CC(C)c1ccc(NC(=O)CSc2nnc(-c3ccccn3)n2C)cc1	-2.3	1	-5.3	-1.5	-1.4	-1	0.0	2	-1.7	-1.6	0
COc1ccc(/C=C2\CCC(C3CCCC3)C2=O)cc1Cn1cccn1 (stereo not drawn)	-1.5	1	1.3	-0.5	-1.0	-1	1.3	5	-1.5	-0.2	0
COc1ccccc1NS(=O)(=O)c1cccc(NC(=O)c2ccc3ccccc3n2)c1	-3.0	4	-1.4	-1.6	-0.8	-2	-1.2	0	-1.5	-1.5	11
CC(C)(C)NC(=O)C(c1cc2ccccc2o1)n1c(=O)c(-c2ccco2)nc2ccccc21 (stereo not drawn)	nt	-18	8.3	2.8	5.0	7	nt	-10	0.1	-1.1	-48
COC(=O)c1ccc(S(=O)(=O)N2CCCCC2)o1	-0.4	-7	1.9	-0.5	-1.0	-2	-0.4	10	-0.5	0.6	-22
C[C@H](CO)N1C[C@H](C)[C@@H](CN(C)C(=O)Nc2ccc3c(c2)OCO3)Oc2c(NC(=O)Cc3ccccc3)cccc2C1=O	-1.6	-1	1.6	-0.5	-1.6	-1	0.5	1	-0.2	-0.1	-5
COc1ccc(-c2nc(-c3ccccn3)ncc2S(C)(=O)=O)cc1	-0.1	2	0.7	-0.1	-2.5	0	1.2	0	-1.4	-1.5	8
Cc1nn(Cc2c(F)cccc2Cl)c(=O)c2ccccc12	-1.6	-2	-2.1	0.0	-2.8	0	1.1	1	-0.9	-0.3	-2
CCOC(=O)c1ccc(NC(=O)CCc2ccc(CC)o2)cc1	-1.9	5	-1.2	-0.5	-0.5	2	0.1	-2	-1.1	0.3	9
CN(C)/C=C1\C=C2C(=O)c3ccccc3N2C1=O	1.8	-14	-1.1	0.1	0.8	-1	-0.1	-5	-1.0	-18	-32
CC1(C)N=C(C(=O)c2ccccc2)N(O)C1(C)O (stereo not drawn)	-0.5	1	0.3	0.4	0.2	6	1.5	1	-1.3	0.1	9
CC(C)COc1ccc(S(=O)(=O)n2cc(F)c(=O)[nH]c2=O)cc1	2.9	-3	0.6	-0.3	-0.2	-2	1.4	5	-1.9	0.3	6
CN1CCN(C(=O)C2(NC(=O)Nc3ccccc3Cl)CCCCC2)CC1	0.0	-1	-1.4	0.0	-1.3	-1	-2.5	1	-1.2	0.7	-1
O=c1cc(C(F)(F)F)nc(-c2ccccc2)[nH]1	1.3	-1	1.7	-0.1	-0.2	-4	2.5	1	-0.9	-0.2	-3
O=C(COC(=O)CSc1ccc(F)cc1)NC1CCCCCC1	1.3	3	-1.0	-0.2	2.1	-4	0.1	4	-0.9	-3.1	-1
N#CC(=C1Nc2ccccc2N1)S(=O)(=O)c1ccccc1	1.6	4	-2.4	-0.7	0.7	0	0.7	2	-0.7	0.0	3
CC(C)CNC(=O)NC(=O)COC(=O)Cn1cnc2ccccc2c1=O	0.0	-10	1.2	0.2	-0.2	1	-2.3	-5	-1.6	0.9	-13
NS(=O)(=O)c1ccc(CNC(=O)c2cccc(Oc3ccccc3)c2)cc1	-0.2	0	0.9	0.2	0.8	-2	-1.9	-2	-0.7	-1.1	-1
COC(=O)CN1C(=S)N(c2ccc(OC)cc2)C(=O)/C1=C/c1ccc(N2CCOCC2)cc1	-1.4	2	-1.4	-0.9	-2.7	-4	0.7	10	-2.1	-2.1	7
COc1ccc(CCNC(=O)C2CCN(S(=O)(=O)c3cccc4nsnc34)CC2)cc1OC	0.8	0	-1.9	0.2	-1.0	-2	-1.1	1	-1.4	-1.6	3
CSCCC(NC(=O)c1ccccc1Cl)C(=O)Nc1ccc(C)c(S(=O)(=O)N2CCOCC2)c1 (stereo not drawn)	0.6	-3	1.0	-1.7	-0.7	0	-1.6	-1	-1.2	0.7	-10
Cc1nn(Cc2ccc(F)cc2)c(C)c1NC(=O)CCCn1nc([N+](=O)[O-])cc1C	2.4	-5	-3.3	-0.5	-0.6	0	1.9	-6	-0.2	1.0	-4
CCC1CC2CC(NC(C)=O)C1C2 (stereo not drawn)	-0.8	-1	-0.4	-0.8	0.2	-1	2.1	-1	-1.0	-2.3	-1
CCC1(C)NC(=O)N(CC(=O)N2N=C(c3ccccc3)CC2c2ccc(OC)cc2)C1=O (stereo not drawn)	-1.5	2	-0.4	-0.1	-1.9	3	1.0	7	-0.8	2.0	10
O=C(CSc1nc2ccccc2c(=O)n1-c1ccccc1F)NC1CC1	-0.7	2	-3.0	-2.2	0.0	-4	-3.0	-3	-1.2	0.2	-22
CC(N=C1NS(=O)(=O)c2ccccc21)c1ccccc1 (stereo not drawn)	0.0	4	-1.3	0.0	-1.8	2	1.6	0	-1.2	-3.0	5
Cc1cc(N)n(-c2ccc(S(N)(=O)=O)cc2[N+](=O)[O-])n1	2.6	-2	-2.6	-0.8	-0.5	1	-0.8	0	-1.1	-3.6	2
O=C1CCCC2=C1C(c1ccc(O)c(Br)c1)C1=C(CCCC1=O)N2c1ccccc1	-0.8	-12	-3.2	0.1	-2.8	-4	1.4	-14	-1.2	3.2	-34
